# KDM5B inh: inhibitors of human KDM5B histone demethylase. Q9UGL1. KDM5B demethylase, FDH-coupled NADH fluorescence (FDH is formaldehyde dehydrogenase). Potency, µM (highest dose often 57.7 µM), for the others: at the top dose activity change, negative = inhibition, actives largely listed as inhibitors. actives 2.6% (n = 220,000). AID 1347165; active means well fitted inhibition curve with a large enough effect; inconclusive means small, poorly fitted or top-dose-only effect; inactive means no such curve, though single readings can be large or run the other way; further: 0% is about no effect; nearly all actives have a fitted effect of over 70% in size
# Target sequence (Q9UGL1 whole entry, looked up): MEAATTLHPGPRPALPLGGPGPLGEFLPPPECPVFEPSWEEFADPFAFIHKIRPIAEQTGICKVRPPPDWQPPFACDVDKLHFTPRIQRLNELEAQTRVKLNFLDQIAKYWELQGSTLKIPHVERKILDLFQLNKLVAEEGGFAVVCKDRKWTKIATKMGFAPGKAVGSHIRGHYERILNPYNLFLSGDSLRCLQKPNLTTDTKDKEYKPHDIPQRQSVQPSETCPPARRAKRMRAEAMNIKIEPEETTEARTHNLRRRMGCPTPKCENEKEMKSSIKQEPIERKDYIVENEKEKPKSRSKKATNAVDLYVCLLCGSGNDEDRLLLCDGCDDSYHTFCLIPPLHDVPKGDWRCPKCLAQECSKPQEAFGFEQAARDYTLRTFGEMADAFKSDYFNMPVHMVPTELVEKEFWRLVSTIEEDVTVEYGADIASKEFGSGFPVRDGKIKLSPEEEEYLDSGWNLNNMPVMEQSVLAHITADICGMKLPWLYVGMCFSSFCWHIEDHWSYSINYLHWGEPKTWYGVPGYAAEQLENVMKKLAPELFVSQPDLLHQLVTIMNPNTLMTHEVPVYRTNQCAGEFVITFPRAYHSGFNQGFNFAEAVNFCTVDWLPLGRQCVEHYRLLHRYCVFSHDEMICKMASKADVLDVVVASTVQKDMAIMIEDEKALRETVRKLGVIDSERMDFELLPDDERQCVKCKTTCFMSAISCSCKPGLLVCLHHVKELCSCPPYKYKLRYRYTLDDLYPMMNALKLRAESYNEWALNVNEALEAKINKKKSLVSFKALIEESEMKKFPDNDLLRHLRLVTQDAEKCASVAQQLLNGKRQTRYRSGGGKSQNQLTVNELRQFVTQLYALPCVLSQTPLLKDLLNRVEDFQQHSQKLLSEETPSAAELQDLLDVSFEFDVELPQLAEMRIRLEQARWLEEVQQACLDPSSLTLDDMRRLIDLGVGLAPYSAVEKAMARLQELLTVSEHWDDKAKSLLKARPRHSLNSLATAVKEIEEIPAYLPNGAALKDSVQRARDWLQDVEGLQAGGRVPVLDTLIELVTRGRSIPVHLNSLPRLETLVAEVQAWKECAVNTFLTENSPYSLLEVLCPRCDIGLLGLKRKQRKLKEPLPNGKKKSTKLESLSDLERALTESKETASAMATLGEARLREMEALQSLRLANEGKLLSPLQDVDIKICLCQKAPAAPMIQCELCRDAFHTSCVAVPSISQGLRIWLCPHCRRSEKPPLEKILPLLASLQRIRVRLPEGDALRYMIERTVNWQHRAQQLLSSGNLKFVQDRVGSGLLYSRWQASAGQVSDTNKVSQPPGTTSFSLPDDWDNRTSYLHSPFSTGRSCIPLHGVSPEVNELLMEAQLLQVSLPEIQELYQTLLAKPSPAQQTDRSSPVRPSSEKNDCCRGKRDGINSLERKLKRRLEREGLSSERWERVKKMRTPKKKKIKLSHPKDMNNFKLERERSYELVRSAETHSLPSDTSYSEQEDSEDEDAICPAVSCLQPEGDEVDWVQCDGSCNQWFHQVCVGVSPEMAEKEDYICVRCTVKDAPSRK
#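 Coupled FDH/NAD⁺ fluorescence readout. KDM5BΔAP 200 nM final; compound titration, 10 min RT preincubation; substrate mix 12.5 µM H3K4me3, 25 µM 2-OG, 50 µM Fe(II), 100 µM ascorbate, 0.25 mM NAD⁺, 0.25 U/mL FDH; ΔRFU over 30 min.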
# Active calls of the source: *; ? = inconclusive; & = joins results of further samples; [ ] = dose if it differs, or a comment. Potency means the concentration at half of the fitted maximal effect. Only part of the results is shown. The share of hits here may be higher or lower than overall.
Molecule,KDM5B inh
COc1cccc2c1C(=O)CC1C2CCC2CC(=O)CCC21C (stereo not given),3%
CN(C)c1cccc(C(=O)NC2CCN(c3cc(-c4ccccc4)[nH]n3)C2)c1 (stereo not given),25µM*
CCc1ccc(Sc2cc(C(=O)NCCCN3CCCC(C)C3)c3ccccc3n2)cc1 (stereo not given),?
O=C(Cc1c[nH]c2ccccc12)N1CCCN(c2cc(-c3ccc(Cl)cc3)[nH]n2)CC1,?
O=C1CCN(S(=O)(=O)c2ccccc2)CCCN(Cc2ccccn2)CCN1,-57%
COC[C@H]1CCCN1[C@@H]1[C@H](O)[C@H](CO)O[C@@H]1CNC(=O)Nc1cccc(Cl)c1,-5%
O=C(CCc1nnn2c1CN(C(=O)c1ccccc1F)CC2)NC1CC1,-8%
Cc1cccc(-c2nc3nc(C)cc(NCc4ccccc4Cl)n3n2)c1,?
Cc1ccc(C(=O)N[C@H]2CO[C@H]3[C@@H]2OC[C@H]3OC(=O)Nc2ccccc2)cc1,-29%[86.2 µM]
COCC(=O)NC[C@H]1OC[C@@H](NCc2ccccc2F)[C@@H]1O,15%[86.2 µM]
CCn1cnnc1CC1CCN(C(=O)c2ccc3cc[nH]c3c2)C1 (stereo not given),?
O=C(NCc1nnc2ccc(-c3ccc(F)cc3)nn12)c1ccc(F)cc1Cl,?
Cc1cccc(CNC(=O)c2ccc(Cn3c(=O)c4cccn4c4cccnc43)cc2)c1,-29%
CC(=O)OCC1(COC(C)=O)COCC(COC(C)=O)(COC(C)=O)C1=O,-5%
Cc1ccc(C(=O)COC(=O)CN(Cc2ccccc2)Cc2ccccc2)cc1,13%
O=C1CC(c2ccccc2)N(Cc2ccncc2)CCCN(C(=O)NCCc2ccccc2)CCN1 (stereo not given),0%
CCCOc1cccc(C(=O)N(Cc2ccc(C)o2)C2CCS(=O)(=O)C2)c1 (stereo not given),-20%
COc1ccc(N2CCN(C3CCCN(C(=O)c4cccc(C)n4)C3)CC2)cc1 (stereo not given),28%
CN(C(=O)Nc1ccccc1C(F)(F)F)C1CCCCC1,-5%
CCCC(NC(=O)COc1cc2occ(-c3nncn3-c3ccccc3)c(=O)c2cc1CC)C(=O)O (stereo not given),5%

Molecule,KDM5B inh
Cc1nc(-c2cnccn2)n(CC(=O)Nc2cccc(F)c2)c(=O)c1C,10%
N#Cc1ccccc1CN1CCc2nc(N3CCOCC3)[nH]c(=O)c2CC1,-11%
COCCN1CCCCCC(O)c2cc(C(=O)N3CCN(c4ccccc4F)CC3)ccc21 (stereo not given),?
CSc1ncc(C(=O)N2CCN(c3cc(C)ccc3C)CC2)c(C)n1,-41%
COc1ccc(-c2cc3ccc(O)c(CN4CCCC4)c3oc2=O)cc1,?
COc1cccc(CNS(=O)(=O)c2cc3c(cc2C)n(C)c(=O)c(=O)n3C)c1,?
CCOC(=O)c1ccc(N2C(=O)c3n[nH]c(C)c3C2c2ccc(C(C)C)cc2)cc1 (stereo not given),-8%
Cc1ccc(-c2nnc(Nc3ccc(OC(F)(F)Cl)cc3)c3ccccc23)cc1S(=O)(=O)NC(C)(C)CO,?
COc1cccc([S+](=O)([O-])N2CCC3(CC2)NC(=O)c2ccccc2O3)c1,-5%
CCOCCCNC(=O)C(c1ccc(C)cc1)N(Cc1ccc2c(c1)OCO2)C(=O)c1ccc(NC(C)=O)cc1 (stereo not given),7%
CCCn1c(SCc2ncc(-c3ccc(F)cc3)o2)n[nH]c1=O,17%
C=CCNC(=O)COC(=O)c1c(C)c(-c2ccccc2)nc2ccccc12,-24%
COc1ccc(-c2nc(C)nc3c2CN(C(C)=O)CC3)cc1,?
COc1ccc(NC(=O)c2ccc3c(c2)OCC(=O)N3)cc1,12%
COc1cccc(NC(=O)N[C@H]2C[C@@H](C(=O)N(C)CC(N)=O)N(C(=O)c3cnccn3)C2)c1,3%
CCc1nc2ccc(C(=O)NCc3ccccc3C)cc2nc1CC,1%&-23%
COc1ccc(-n2c(=O)c3c4c(sc3n3c(SC(C)C)nnc23)COC(C(C)C)C4)cc1 (stereo not given),8%
CC(C)Oc1cc(Br)ccc1C(=O)O,3%
Clc1cc(NCCC2CCCCC2)n2nccc2n1,-20%[86.2 µM]
COc1ccc(CNC(=O)c2ccc3c(c2)N(Cc2ccccc2)C(=O)c2ccccc2S3=O)cc1 (stereo not given),-24%

Molecule,KDM5B inh
CCc1nnc(NC(=O)c2nn(Cc3ccccc3)c(=O)c3ccccc23)s1,22%
O=C(COC(=O)c1cc([N+](=O)[O-])ccc1Cl)Nc1ccc2c(c1)OC(F)(F)O2,?
COc1ccc(-c2oc(=O)oc2-c2ccc(OC)c(OC)c2)cc1OC,?
Cc1nc2ccc(C(=O)N3CCC(Cn4cc(CO)nn4)CC3)cc2nc1C,-6%
N#Cc1cccnc1NCCNC(=O)c1cnc2ccccc2n1,1%
CCCc1oc2ccc(NS(=O)(=O)c3ccc(OC)cc3)cc2c1C(=O)OCC,-27%
O=C(CCNc1cccc(F)c1)c1cc2ccccc2o1,-9%
CCn1ccc2sc(C)c(C(=O)NCc3ccccc3C)c2c1=O,-21%
CCN(CC)C(=O)C[C@@H]1c2nc(NC(=O)c3ccc(F)cc3)sc2C[C@@H]2[C@](C)(CO)[C@H](O)CC[C@]21C,?
Cc1ccc(N2CC(C(=O)Nc3ccc(N(C)C)cc3)CC2=O)cc1Cl (stereo not given),-20%
COCCC1(NC(=O)C2CC2)CCN(C(=O)C2(c3ccccc3)CC2)CC1,8%
COC(=O)c1cccc(NC(=O)c2cnc(-c3ccc(F)cc3)nc2-c2ccncc2)c1,-15%
COc1ccc(C(=O)N=c2sc3c(C)ccc(OC)c3n2C)cc1OC,?
Cn1nc(C(C)(C)C)c([N+](=O)[O-])c1C(=O)Nc1ccc(Br)cc1,14%
CC(C(=O)NCC1CCN(Cc2ccccc2F)CC1)C1CCOCC1 (stereo not given),-23%
O=C(NCC(c1ccc2c(c1)OCO2)N1CCN(c2ccc(F)cc2)CC1)c1cccc([N+](=O)[O-])c1 (stereo not given),-27%
O=C(Nc1ccc(S(=O)(=O)Nc2cnc3ccccc3n2)cc1)c1ccc(Cl)cc1Cl,?
COc1nc2c(c(=O)n(C)c(=O)n2C)n1Cc1ccc(Cl)cc1Cl,13%
O=C(NC1(C(F)(F)F)N=C(c2ccccc2)N(Cc2ccco2)C1=O)c1ccc(F)cc1 (stereo not given),23%
CCn1c(-c2ccccc2)nn(CC(=O)N(C)C(C)c2ccon2)c1=O (stereo not given),-23%

Molecule,KDM5B inh
CCn1c(C)c(C(C)=O)c2cc(OCC(O)CN3CCOCC3)ccc21 (stereo not given),6%
CCOC(=O)N1CCc2c(sc(NCc3cccc(F)c3)c2C(=O)Nc2ccccc2OCC)C1,?
CCCN1C(=O)CCc2cc(NS(=O)(=O)c3ccc4c(c3)CCCC4)ccc21,5%
COc1ccc(-n2c(/C=C/c3cccc4ccccc34)nc3ccccc3c2=O)cc1OC,-5%
COc1ccc(C2CC(=O)N(c3sc4c(c3C#N)CCCC4)C3=C2C(=O)CCC3)cc1 (stereo not given),-26%
O=C(Cc1ccccc1Cl)N1CCN(c2ncnc3nc[nH]c23)CC1,5%
CC(=O)c1cc(-c2ccccc2)n(CC(=O)NC2CCCCCC2)c1C,16%
COc1ccccc1CCC(=O)N1C[C@@H](CO)[C@H](c2ccncc2)C1,0%
COc1ccc(C(=O)N2CCCn3nc(CCC(=O)NC4CC4)cc3C2)o1,-24%
CCOC(=O)NC(C(=O)NCc1cccc(OC)c1)C(C)C (stereo not given),22%
Cc1cc(NC(=O)CSc2ncc(C(=O)Nc3ccccc3)c(=O)n2C)no1,0%
COC(=O)c1c(NC(=O)c2ccccc2)c2cc(NC(C)C)cnc2n1CC1CCCO1 (stereo not given),-14%
CCCCOC(=O)c1ccc(NC(=O)c2cc(-c3ccccc3)on2)cc1,128%[activator]
COc1ccc(C(=O)O)cc1CN1CCCCC1,-2%
O=C(CCCc1ccccc1)N1CC2CC(C1)[C@H]1CCCC(=O)N1C2 (stereo not given in full),-9%
CCNC(=O)N(C1CC1)C1CCOC2(CCN(C(=O)CC3CCCC3)CC2)C1 (stereo not given),28%
CC1(C)[C@H]2CC[C@@H](CN[S+](=O)([O-])c3ccccc3)[C@@H]1C2,2%[86.2 µM]
N#Cc1ccc(C(=O)N2C[C@@H](COc3ccccc3)[C@H](C(N)=O)C2)cc1,-15%
COC(=O)N1CCCc2cc(S(=O)(=O)NCc3ccccc3)ccc21,-14%
COc1cccc(C(=O)C(C)C(=O)c2cccc(OC)c2)c1,16%

Molecule,KDM5B inh
CCc1ccc(NC(=O)c2ccc3c(c2)N(CC)C2CCCCCN2C3=O)cc1 (stereo not given),?
CC(=O)N1Cc2ccccc2CC2(CCN(CC3CCCC3)CC2)C1,17%[149 µM]
Cc1ccc(C(=O)NN=C2CCCC2)cc1C,6%
Cc1nc2nc3ccn(CCCN4CCOCC4)c(=O)c3c(-c3ccccc3)n2n1,-15%
O=C(Cc1ccccc1)N1CCCC2(CC(c3ccccn3)=NO2)C1 (stereo not given),20%[149 µM]
Cc1cccc(OCC(=O)NC(Cc2c[nH]c3ccccc23)C(=O)O)c1C (stereo not given),4%
CN(CC1CCOCC1)C(=O)c1ccc(Br)o1,-17%
CCCOc1ccc(C(=O)Nc2ccc(NC(=O)c3ccccc3)c(C)c2)cc1,-7%
Nc1c(-c2nc(-c3cccs3)no2)nnn1-c1ccc(Cl)cc1,-17%
CC(=O)c1ccc(N2CCN(S(=O)(=O)c3c(C)nc4sc(C)cn4c3=O)CC2)cc1,?
CCc1ccc(-c2nc(CS(=O)CC(=O)NCCc3ccc(C)cc3)c(C)o2)cc1 (stereo not given),?
CC1=C(C(=O)Nc2ccc(C(=O)NCCc3cccs3)cc2)SCCO1,11%
Cc1cc(C)cc(NC(=O)c2oc3ccc4c(c3c2C)C(=O)CC(C)(C)O4)c1,-22%
O=C(COCc1cc(-c2cccs2)on1)Nc1cc(C(F)(F)F)ccc1Cl,-30%
CCC1Oc2ccc(NC(=O)Cc3cccc(OC)c3)cc2CN(Cc2ccc3c(c2)OCO3)C1=O (stereo not given),-14%
COc1ccc(NC(=O)CCn2c(=O)c3cccn3c3cccnc32)c(OC)c1,-8%
Cc1cc(C)cc(NS(=O)(=O)c2ccc3c(c2)-c2oncc2CO3)c1,-14%
Cc1[nH]c2ccc(C(=O)NCCOc3ccccc3)cc2c1C,1%
Cc1ccc(-c2nnc(C3CN(C(=O)c4ccccc4C)CC34CCOCC4)o2)cc1 (stereo not given),-13%
O=C1CCC2(CNC(=O)C3CCOCC3)CCCC=C2N1 (stereo not given),-20%

Molecule,KDM5B inh
CCCCN(C(=O)c1ccc2c(=O)n3c(nc2c1)CCCCCC3)c1ccccc1,12%
Cc1c(C(=O)N(Cc2ccc(N(C)C)cc2)CC2CCCO2)oc2ccc(Cl)cc12 (stereo not given),-6%
Cc1cc2nc3c(=O)n(Cc4ccccc4)c(=O)[nH]c3nc2cc1N,-27%
c1ccc(CN2CC[C@H](c3nnc(-c4ccncc4)o3)C2)cc1,-17%[86.2 µM]
CC(C)Oc1ccc(CNC(=O)c2ccc3c(c2)nc2n3CCCCC2)cc1,?
CC(C)CN1C(=O)CO[C@H](c2ccc(NC(=O)c3ccc(C(F)(F)F)cc3)cc2)[C@H]1CO,27%
O=C(CC1CCCC1)NC1CCCN(c2cc(N3CCCC3)ncn2)C1 (stereo not given),-11%
COc1cccc(N2CCN(CC(=O)NC(=O)NCC(F)(F)F)CC2)c1,13%
CN1C(=O)[C@@H]2C[C@@H](CN2Cc2ccccc2)Oc2ccccc21,-13%[86.2 µM]
CCCCOC(=O)/C(C#N)=C/c1c[nH]c2ccccc12,1%
COc1cccc(N2C(=O)NC(=NC3CCCCC3)C23CCCN(Cc2ccc(N(C)C)cc2)C3)c1 (stereo not given),-6%[115 µM]
